CHOP inh: blocks CHOP induction under ER stress. CHO-K1 CHOP-promoter luciferase, tunicamycin-induced, 15-18 h. 220,000 tested, 3.8% active. inhibition, % at 10 µM. AID 2732;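 active means compounds that reduced the stress-induced luciferase reporter signal by more than about 70% of percent inhibition, limit read from the data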;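 further: 0% = tunicamycin plus vehicle and 100% = wells without tunicamycin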
Ba/F3 V617F tox: lowers viability of Ba/F3 cells expressing EpoR and JAK2V617F. ATP luminescence. inhibition, % at 5.6 µM. 220,000 tested, 1.1% active. AID 1446;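 active means inhibition above the campaign mean plus 3 SD over all tested compounds, cut at about 24% in these data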;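 further: cytokine-independent growth of Ba/F3 cells driven by EpoR plus mutant JAK2; 0% = DMSO-treated cells and 100% = JAK inhibitor I control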
BaF3 parental: parental Ba/F3 viability inhibition as JAK2V617F counter-screen; inhibition, % at 5.6 µM; CellTiter-Glo ATP luminescence; 220,000 tested, 1.1% active;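 active means inhibition above a per-campaign cutoff, the mean inhibition of all tested compounds plus 3 SD, cut at about 27% in these data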;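 further: 0% = DMSO wells and 100% = JAK Inhibitor I control wells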
TRPN1 ag: agonists of zebrafish TRPN1 channel; AID 1424; activation, % at 3 µM; HEK293 zebrafish TRPN1-YFP, Fluo-8 calcium fluorescence; 100% = response to 87 µM carbachol; 220,000 tested, 0.18% active;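 active means activation above its plate's cutoff, the mean activation of test wells on that plate plus 3 SD, cut at about 19% in these data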;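 further: 0% = DMSO alone and 100% = 87 µM carbachol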
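Control set: carbachol 87 µM as high control, DMSO as low control; system: HEK293 stable line with zebrafish TRPN1-YFP; read-out: % activation versus carbachol response; detection: intracellular calcium fluorescence with Fluo-8; doses: single test compound dose, 3 µM nominal, 0.3% DMSO; schedule: dye 1 h 37 °C plus 30 min RT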
Wee1 degr inh: blocks degradation of human Wee1 kinase | P30291 | HeLa Luc-Wee1K328M stability, luciferase luminescence; 100% = proteasome inhibitor MG132 effect | reporter increase, % at 5 µM | 220,000 tested, 1.2% active | AID 1321;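 active means activation above the mean of all tested compounds plus 3 SD, set per screening run, cut at about 8.8% in these data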;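 further: cells exposed to compound for 20 h before luminescence read; 0% = DMSO alone and 100% = MG132 at 30 µM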
RBBP9 inh: blocks human serine hydrolase RBBP9 | O75884 | recombinant RBBP9, FP-Rh probe fluorescence polarization | inhibition, % at 7.94 µM | 220,000 tested, 0.2% active;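 active means inhibition above the campaign mean of all tested compounds plus 3 SD, cut at about 14% in these data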;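 further: plate controls were DMSO wells with RBBP9 for no effect and wells lacking RBBP9 protein for full effect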
Target sequence (O75884 whole entry, looked up): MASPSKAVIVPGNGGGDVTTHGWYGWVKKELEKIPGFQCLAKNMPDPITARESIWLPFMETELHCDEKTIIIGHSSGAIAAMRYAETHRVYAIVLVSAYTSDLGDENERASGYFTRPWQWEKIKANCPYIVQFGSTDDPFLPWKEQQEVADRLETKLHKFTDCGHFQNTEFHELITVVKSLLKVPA
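Material: RBBP9 protein. Amount: RBBP9 at 2.5 µM in dispensed solution, before mixing. Schedule: 30 min then 45 min, 25 °C. Medium: Tris buffer pH 8.0, NaCl, Pluronic. Measured by: fluorescence polarization. Measure: percent inhibition from mP, scaled between DMSO and no-protein wells. Replication: one well per compound.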
PPC-1+TRAIL kill: compounds killing PPC-1 cancer cells with TRAIL present (potentiator screen, no TRAIL-free arm) | PPC-1 cells + TRAIL, ATPLite viability luminescence | cell killing (% activity), % at 4 µM | 220,000 tested, 0.41% active | AID 1443;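 active means cell killing above 50% in the first pass at 4 µM, then a duplicate retest at 5 µM averaging 50% or more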;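 further: plate controls were cells with TRAIL plus DMSO for no effect and medium-only wells lacking cells for full effect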
TNF death inh: inhibitors of TNF-alpha induced necroptosis in Jurkat FADD-/- cells; 220,000 tested, 0.068% active; AID 463075; activation (protection from cell death), % at 10 µM; Jurkat FADD-/- TNF necroptosis rescue, ATP luminescence, 24 h; 0 = TNF only, 100 = no-TNF cells;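 active means activation, meaning protection from cell death, of at least 50% relative to plate controls; inactive means activation below 50%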;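 further: necroptosis triggered by 40 ng/mL TNF-alpha added together with compound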
TRPML3 agonist: agonists of human TRPML3 channel | 220,000 tested, 0.29% active | HEK293 TRPML3-YFP, Fluo-8 calcium fluorescence; 100% = the carbachol control signal | Q8TDD5 | activation, % at 3 µM;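 active means activation above its plate's cutoff, the mean activation of the plate's test wells plus 3 SD, cut at about 12% in these data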;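 further: 0% = DMSO only wells and 100% = carbachol wells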
Target sequence (Q8TDD5 whole entry, looked up): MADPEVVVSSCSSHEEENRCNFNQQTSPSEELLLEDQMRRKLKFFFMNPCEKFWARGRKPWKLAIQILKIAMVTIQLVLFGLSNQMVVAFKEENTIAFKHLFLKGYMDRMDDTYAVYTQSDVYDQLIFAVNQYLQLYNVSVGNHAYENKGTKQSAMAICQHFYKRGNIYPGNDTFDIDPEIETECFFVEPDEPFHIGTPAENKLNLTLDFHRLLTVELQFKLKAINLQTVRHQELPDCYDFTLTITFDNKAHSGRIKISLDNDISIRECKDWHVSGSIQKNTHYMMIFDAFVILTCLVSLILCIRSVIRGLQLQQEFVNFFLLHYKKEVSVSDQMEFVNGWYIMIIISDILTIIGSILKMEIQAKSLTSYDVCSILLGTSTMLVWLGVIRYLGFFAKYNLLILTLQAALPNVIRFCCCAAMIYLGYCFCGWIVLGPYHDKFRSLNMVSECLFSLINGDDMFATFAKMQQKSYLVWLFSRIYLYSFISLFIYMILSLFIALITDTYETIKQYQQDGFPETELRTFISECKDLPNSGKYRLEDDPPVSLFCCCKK
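Material: HEK293 cells stably carrying human TRPML3-YFP; compound dosing: single dose, 3 µM final nominal compound, 0.3% DMSO final; incubation: 1-h 37 °C dye load, 5-s basal, 120-s post-compound reads; technique: Fluo-8 intracellular calcium fluorescence, excitation 470-495 nm, emission 515-575 nm; read-out basis: percent activation from peak-to-basal fluorescence ratio, scaled between DMSO and carbachol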
Numbers without * were called inactive; [ ] = remark or other dose.

entry	smiles	TNF death inh	TRPN1 ag	TRPML3 agonist	CHOP inh	Ba/F3 V617F tox	Wee1 degr inh	PPC-1+TRAIL kill	BaF3 parental	RBBP9 inh
1	O=C(NCc1ccccn1)C1CCCN(S(=O)(=O)c2cccc3nsnc23)C1 (stereo not given)	-1.4	0.6	-0.1	33.8	-1.0	-2.2	20.2	2.1	-4.2
2	CCC(=O)N(Cc1ccco1)Cc1cc2cccc(C)c2n2nnnc12	-0.8	1.2	0.6	-4.5	5.7	-4.2	7.8	3.1	-0.9
3	O=C1C(=Nc2cccc(Cl)c2)CC(c2ccc(Cl)cc2)N1c1cccc(Cl)c1 (stereo not given)	2.3	0.9	1.3	16.6	-3.3	6.9	-3.9	1.6	-5.2
4	C/C(=N\OCc1nc2ccccc2c(=O)n1/N=C/c1cc(C)cc([N+](=O)[O-])c1O)c1ccccc1	-0.5	0.7	-0.6	12.0	-1.2	3.0	19.4	-1.0	-1.9
5	O=C(Cc1ccc(F)cc1)Nc1nnc(SCC(=O)N2CCCCC2)s1	0.7	0.3	1.1	12.5	-2.5	-1.6	5.5	0.5	-6.0
6	CNC(=O)c1c(C)[nH]c(=S)c(C#N)c1-c1ccco1	1.0	3.2	1.4	1.7	-7.5	-1.0	8.3	0.7	-3.6
7	COc1cc(CC(=O)OCC(=O)Nc2ccc(N3CCOCC3)cc2)cc(OC)c1OC	-1.3	0.0	0.8	-13.8	-0.9	-0.8	16.5	6.0	-2.2
8	CCCc1[nH]n(-c2ccc(F)cc2)c(=O)c1C=NCC1CCCO1 (stereo not given)	1.0	-0.2	0.6	10.4	-2.2	-1.4	-6.3	-0.1	-7.7
9	CC1=C(C(=O)Nc2ccccc2)C(c2cc(CN3CCOCC3)cs2)C2=C(CCCC2=O)N1 (stereo not given)	1.3	0.9	0.1	-13.0	-4.4	0.4	9.9	2.3	1.1
10	C/C(=N\NC(=O)c1ccccc1)c1ccc(-n2ccnc2)cc1	0.8	-1.4	0.4	9.8	0.9	-0.8	-10.0	5.7	-4.2
11	COc1cc([C@H]2[C@@H]3CCCC[C@]3(O)CCN2CC(=O)Nc2ccc(C)cc2C)ccc1O	1.2	0.1	0.1	33.8	1.0	-2.9	-11.5	3.7	-5.9
12	COc1ccc(N(C)S(=O)(=O)c2cccc3nsnc23)cc1	0.7	-1.6	0.8	5.9	-2.3	1.9	-11.3	-0.7	-7.4
13	O=C(NCCNC1CCC(c2ccccc2)CC1)c1cccs1 (stereo not given)	5.4	-1.6	0.6	11.7	-3.4	0.0	11.9	-3.5	-3.9
14	Cn1cc([N+](=O)[O-])c(C(=O)N/N=C/c2cc3c(cc2Br)OCO3)n1	-1.3	2.1	1.0	9.9	-0.9	0.7	8.7	11.9	-4.5
15	Cc1nn(C)cc1C(=O)Nc1ccccc1Br	0.4	1.0	1.3	9.4	1.1	-2.7	0.8	1.9	1.1
16	COc1cc(C(=O)NCC(c2ccccc2)N(C)C)ccc1OCC(=O)N1CCOCC1 (stereo not given)	0.2	0.6	0.6	-6.0	-3.7	3.9	2.6	2.7	-1.6
17	NCCCC[C@H]1CNC(=S)N1CCc1cccc(F)c1	0.7	-0.3	0.7	7.7	-1.9	-0.1	-5.9	-4.7	-9.0
18	Cc1ccc(C(=O)Nc2ccc3c(c2)CCC3)cc1	-1.9	0.0	-0.5	25.1	2.5	-0.9	52.3*[5 µM]	9.7	-5.1
19	Clc1ccc(-c2nc3ncccn3c2Cl)cc1	-0.6	0.3	0.3	7.2	-3.1	3.5	10.9	0.5	-2.0
20	CCOc1cc(C(=O)OCC(=O)Nc2cc(C)on2)ccc1OCC(C)C	-0.5	1.1	1.0	94.0*	-1.6	-0.6	22.3	2.2	-6.0
21	COc1cc2c(cc1OC)CN(Cc1cc(=O)oc3cc(C)c(C)cc13)CC2	2.8	0.1	1.1	14.2	0.0	1.9	17.2	-0.1	-10.3
22	Cn1c(=O)[nH]c(=O)c2c1nc(NCc1ccco1)n2CCCc1ccccc1	-9.7	0.0	0.4	42.3	0.3	3.3	-22.3	1.8	-5.6
23	COc1ccc(NC(=O)N2CCc3ccccc32)cc1	-0.7	-1.1	-0.1	20.9	2.7	1.0	14.3	9.9	-0.6
24	CC(C)NC(=O)NC(=O)COC(=O)c1cccc(OC(F)F)c1	-0.2	-0.3	0.1	5.2	0.5	-1.6	4.5	6.8	-3.0
25	COc1ccc(CCNC(=O)Nc2cccc([N+](=O)[O-])c2)cc1	0.9	5.1	4.0	-10.1	4.6	-1.3	7.3	-0.2	-4.6
26	COc1ccc(-c2nnn(CC(=O)N(C3CCCC3)C(C)C(=O)NC3CCCC3)n2)cc1OC (stereo not given)	-0.6	-0.1	0.5	-14.7	2.7	2.1	12.1	5.1	-5.7
27	O=C(CSc1n[nH]c(-c2cccs2)n1)N1CCCc2ccccc21	-1.7	1.9	0.3	29.6	-1.6	-2.9	30.6	4.3	-2.7
28	CN1N=C2c3ccccc3CCC2C1c1ccc(F)cc1 (stereo not given)	1.1	-0.1	-0.7	26.7	-4.0	3.4	13.1	-0.3	-8.3
29	CCC(C)c1ccc(OCC(=O)O)cc1 (stereo not given)	-1.1	1.0	0.7	22.5	-0.6	-2.5	26.7	2.7	1.4
30	CCOc1ccc(N2C(=O)CS/C2=N/NC(=O)COc2ccc3ccccc3c2)cc1	-1.0	-0.6	-1.1	18.6	2.4	2.3	18.5	6.9	-8.5

entry	smiles	TNF death inh	TRPN1 ag	TRPML3 agonist	CHOP inh	Ba/F3 V617F tox	Wee1 degr inh	PPC-1+TRAIL kill	BaF3 parental	RBBP9 inh
31	CNC(=S)Nc1cccc(C(C)=O)c1	-0.4	1.4	1.7	37.9	0.0	8.7	9.8	7.2	-7.6
32	Cc1ccc(N2CCN(/N=C/c3ccccc3)CC2)cc1	0.8	0.6	0.6	-1.4	0.9	-2.7	4.9	-0.1	-6.1
33	O=C(Oc1ccc2c(=O)c(Cl)coc2c1)c1cccnc1	-1.2	-0.3	-0.1	21.3	-1.8	-2.0	17.6	1.6	7.4
34	O=C(CC1C(=O)NCCN1C(=O)Nc1ccc(F)cc1F)Nc1ccc(F)cc1 (stereo not given)	-0.1	0.9	1.2	-3.8	0.3	-0.8	-0.7	-2.4	-10.2
35	COc1ccc(NC(=O)Cn2nc(Cc3cccnc3)c3ccccc3c2=O)cc1OC	0.7	0.4	0.3	5.5	0.9	-0.8	10.8	4.3	-0.1
36	O=C1ON=C(c2ccccc2)/C1=C/c1ccc(-c2ccccc2[N+](=O)[O-])o1	-2.1	-1.6	0.5	103.5*	0.1	0.4	24.3	1.9	3.4
37	O=C1CCC/C(=N/NC(=O)c2ccc(NS(=O)(=O)c3cccs3)cc2)C1	0.0	1.4	0.4	38.1	2.2	0.4	-1.8	3.5	-4.5
38	COc1ccc(CC(=O)n2nc(-c3ccc(Cl)cc3)nc2NCc2ccco2)cc1	1.2	0.0	-0.5	-22.2	0.3	0.9	-4.7	0.6	-5.5
39	CC(C)c1ccccc1NC(=S)N(C)C	0.4	-0.6	0.2	1.4	-3.5	1.8	9.2	-1.5	-4.6
40	Cc1cc(CN(C)C(=O)CC2C(=O)NCCN2Cc2ccc(F)c(F)c2)on1 (stereo not given)	1.6	-0.1	0.4	-1.0	-4.2	1.2	2.8	0.9	-8.2
41	CCCOc1cccc(C(=O)Nc2ccc(Br)cc2F)c1	1.3	0.1	0.2	-17.7	-3.1	4.7	35.1	3.5	-1.3
42	O=C(Nc1ccc(Cc2ccc(NC(=O)N3CCOCC3)cc2)cc1)N1CCOCC1	0.9	0.7	0.6	10.4	-3.9	-3.0	25.0	-1.1	-8.0
43	CCCc1nc2ccccc2c(C(=O)OCC(=O)Nc2c(C)n(C)n(-c3ccccc3)c2=O)c1CC	3.0	-1.5	-0.5	39.6	3.6	-1.0	1.5	5.8	-5.5
44	O=C(NC1CCCCC1)C1c2ccccc2C(=O)N1Cc1ccc2c(c1)OCO2 (stereo not given)	-2.0	-0.1	0.3	9.8	5.1	-4.0	13.4	8.9	-1.6
45	C=CCSc1nc(C)c(CC=C)c(=O)[nH]1	-1.1	0.8	0.0	-10.8	-0.1	-0.1	3.7	1.7	-9.1
46	CC(=O)c1cccc(NC(=O)CC2S/C(=N/N=C/c3ccccc3)NC2=O)c1 (stereo not given)	-0.5	-0.5	0.3	-5.6	4.3	-1.5	12.5	12.2	-4.6
47	O=C(Cc1n[nH]c(=O)c2ccccc12)N1CCN(c2ccc(F)cc2)CC1	0.8	-1.3	-0.8	-4.3	-2.4	-0.9	15.8	0.7	1.3
48	CCc1ccc2[nH]c(=O)c(C3C(C#N)=C(N)Oc4c3ccc3cccnc43)cc2c1 (stereo not given)	-16.6	0.4	0.8	34.2	2.5	-1.6	19.8	10.3	-1.7
49	CNc1nc(-c2ccc3c(c2)CCN3C(=O)c2ccccc2C)cs1	-1.1	0.2	-0.1	-5.8	-1.6	5.0	20.5	1.2	-6.9

Taken from above:
In TRPML3 agonist, COc1cc2c(cc1OC)CN(Cc1cc(=O)oc3cc(C)c(C)cc13)CC2 is listed with 1.1
In CHOP inh, Cn1c(=O)[nH]c(=O)c2c1nc(NCc1ccco1)n2CCCc1ccccc1 is listed with 42.3

High-throughput results from PubChem.

Rows are unselected; any-hit rate near 6.8%.
